# Screening results as filed in PubChem BioAssay.
# PhoP GFP inhibition: PhoP regulon inhibitors, Salmonella typhi PhoP promoter GFP reporter, confirmatory (AID 1850). Salmonella Typhi PhoP-promoter GFP reporter, fluorescence, 4 h; higher % means a stronger effect. one-dose inhibition, % at 50 µM; IC50 in µM for titrated hits. hit rate 0.33% among 310,000; in the data active = a potency from the dose series; inconclusive = inhibition mostly from about 25% at the one dose, without a potency; inactive = the rest, 99 in 100 with inhibition below about 19%;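 also: 0% = induced wells with vehicle and 100% = uninduced wells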
# inhibitors of VEEV: inhibitors of VEEV TC-83 cytopathic effect, confirmation, Vero cells (AID 588727). inhibition, % at 20 µM; hits with a dose series show IC50 in µM. hit rate 0.13% among 350,000. Vero cells, VEEV TC-83 cytopathic effect inhibition; higher % means a stronger effect; in the data active = a potency from the dose series; inconclusive = inhibition mostly from about 14% at the one dose, without a potency; inactive = the rest, 99 in 100 with inhibition below about 12%; also: strong numbers were not always called active
# M. tuberculosis: growth inhibition of non-replicating M. tuberculosis (AID 488890); Mycobacterium tuberculosis non-replicating, growth inhibition; higher % means a stronger effect; inhibition, % at 25 µM, or IC50 in µM where a hit was titrated; hit rate 0.39% among 320,000; in the data active = a potency from the dose series; inconclusive = inhibition mostly from about 82% at the one dose, without a potency; inactive = the rest, 99 in 100 with inhibition below about 76%;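 also: plate controls were DMSO cells for no effect and high antibiotic wells for full effect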
# influenza NS1A: H1N1 influenza NS1A inhibitors, functional cell based assay (AID 504329). NS1A functional cell-based assay, percent inhibition; higher % means a stronger effect. one-dose inhibition, % at 12.5 µM; IC50 in µM for titrated hits. hit rate 0.3% among 340,000; in the data active = a potency from the dose series; inconclusive = inhibition above about 27% without an active follow-up result; also: strong numbers were not always called active
# M. tuberculosis HTS: M. tuberculosis growth inhibition, HTS (AID 449762). M. tuberculosis H37Rv growth inhibition, 7H9 media; higher % means a stronger effect. one-dose inhibition, % at 25 µM; IC50 in µM for titrated hits. hit rate 0.59% among 330,000; in the data active = a potency from the dose series; inconclusive = inhibition above about 70% without an active follow-up result;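 also: bacterial growth assessed after seven days of incubation; strong numbers were not always called active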
# inhibitors of VEEV 10K pilot screen: second read-out of inhibitors of VEEV, no call of its own (marks repeat the call); inhibition, %; measured here: 10K pilot screen inhibition
# * marks the source's active call; other numbers are inactive results; i = inactive; ? = inconclusive; nt = not tested or not shown. Not a hit list. About 1.4% of those tested had a hit in this group.
# The first 3 entries, ahead of the listing:
SMILES,PhoP GFP inhibition,inhibitors of VEEV,M. tuberculosis,influenza NS1A,M. tuberculosis HTS,others
CCCCNC(=O)Cc1c(O)c2ccccc2[nH]c1=O,-0.1%,i,6.5%,-0.2%,5.5%,
Cc1ccccc1CNC(=O)c1ccccc1N,8.6%,4.6%,-8.5%,2.9%,5.7%,
COc1ccc(S(=O)(=O)N2CCN(C(=O)Cc3ccsc3)CC2)cc1,nt,1.4%,nt,-2.4%,nt,

# The whole of this part, from the start:
SMILES,PhoP GFP inhibition,inhibitors of VEEV,M. tuberculosis,influenza NS1A,M. tuberculosis HTS,others
CCCCNC(=O)Cc1c(O)c2ccccc2[nH]c1=O,-0.1%,i,6.5%,-0.2%,5.5%,
Cc1ccccc1CNC(=O)c1ccccc1N,8.6%,4.6%,-8.5%,2.9%,5.7%,
COc1ccc(S(=O)(=O)N2CCN(C(=O)Cc3ccsc3)CC2)cc1,nt,1.4%,nt,-2.4%,nt,
CCOc1ccc(S(=O)(=O)N2CCCC(C(=O)NCc3ccncc3)C2)cc1 (stereo not given),-10.6%,2.6%,0.6%,-5.5%,-1.5%,
CC1CN(CCCCOc2ccc(C(C)C)cc2)CC(C)O1 (stereo not given),-14.1%,i,9.8%,4.2%,-3.2%,
CCOC(=O)c1cccc(NC(=O)c2cc(C)nn2-c2ccccc2)c1,8.6%,1.5%,10.2%,16.9%,9.7%,
CC1=C(C(N)=O)C(c2cccnc2)n2nc(-c3cccc(Cl)c3)nc2N1 (stereo not given),-3.5%,7.5%,-7.5%,9.7%,3.0%,
Cc1ccc(C2(C)NC(=O)N(Cc3c(C)noc3C)C2=O)cc1 (stereo not given),0.1%,1.0%,1.0%,1.6%,8.1%,
COc1ccc2oc(-c3ccccc3)c(C(=O)O)c2c1,-10.6%,0.9%,12.4%,20.4%,2.3%,
COc1ccc(S(=O)(=O)Nc2cc(C)on2)cc1,14.2%,2.2%,-12.2%,-1.7%,-6.5%,
CN(Cc1ccccc1Cl)C(=O)C1CCC(=O)N(CCc2cccc(F)c2)C1 (stereo not given),-9.3%,0.6%,-7.3%,-2.3%,4.6%,
O=C(O)c1cccc(N/N=C/c2cccs2)c1,-9.3%,0.5%,-10.6%,-1.1%,3.8%,
Cc1cc(C)nc(NS(=O)(=O)c2ccc(NS(=O)(=O)c3ccc(C#N)cc3)cc2)n1,-3.6%,1.3%,-1.4%,-5.4%,3.9%,
CCCCC(CC)C(=O)NCc1ccccc1OC (stereo not given),-8.2%,0.6%,15.1%,-7.4%,-12.1%,
COc1ccccc1NC(=O)c1ccc(NC(=O)C2COc3ccccc3O2)cc1 (stereo not given),-13.6%,2.9%,57.7%,3.9%,-3.8%,
CC1CCN(S(=O)(=O)c2ccc(S(=O)(=O)NCc3cccnc3)cc2)CC1,-1.2%,1.5%,11.2%,-4.2%,5.4%,
COc1ccc(-c2cc(C(=O)NCc3ccco3)c3ccccc3n2)cc1,4.8%,0.4%,42.1%,2.5%,10.4%,
CCN(CC)CCN(C(=O)c1ccc(C(C)=O)cc1)c1nc2ccc(Cl)cc2s1,-2.1%,1.9%,-7.1%,-11.3%,-8.4%,
Cc1ccc(OCC(=O)N2CCN(C(=O)Cc3ccccc3)CC2)cc1,-1.0%,0.5%,8.6%,-1.4%,-6.6%,
CCN(CC(=O)Nc1cccc(OC)c1)C(=O)c1ccncc1,-11.3%,2.0%,0.1%,-11.2%,-9.5%,
Cc1cccc(C2c3[nH]c4ccccc4c3CCN2Cc2ccc(C)s2)n1 (stereo not given),2.5%,0.6%,7.1%,-15.9%,2.2%,
CN(CC(=O)Nc1sc2c(c1C#N)CCCCC2)Cc1nc2ccccc2c(=O)[nH]1,0.9%,4.4%,62.7%,-4.8%,?,
O=C(CN1C(=O)/C(=C\c2ccc(F)cc2)Oc2ccccc21)NCc1ccco1,5.5%,i,-17.2%,-3.7%,-4.0%,inhibitors of VEEV 10K pilot screen=0.2
Cc1ccc(/C=C2\SC(=S)N(CCC(=O)NNC(=O)c3ccc(O)cc3)C2=O)cc1,9.0%,0.5%,-14.1%,-5.3%,3.4%,
Cc1ccc(CNS(=O)(=O)c2ccc(C(F)(F)F)cc2)n1C,-1.1%,1.2%,17.9%,nt,-1.9%,
CCN(CC)C(=O)Cn1cc(C(=O)C(=O)N(CC)C2CCCCC2)c2ccccc21,2.5%,2.8%,-2.3%,0.0%,-7.2%,
CCCc1nc2ccccc2n1C(=S)SC,5.0%,1.5%,30.6%,1.4%,-0.6%,
Cn1c(=O)c(C(=O)NC2CCCCCC2)c(O)c2ccccc21,-1.9%,i,-13.3%,-0.6%,6.3%,
Cn1c(=O)cc(SCC(=O)N2CCCC2)c2cc(Cl)ccc21,-10.4%,2.9%,-1.2%,-12.2%,2.2%,
CC(C)(C)c1ccc(C(=O)NCC(=O)N2CCNC(=O)C2)cc1,3.1%,i,-3.8%,0.2%,-3.2%,
CCOC(=O)/C(C#N)=C/c1ccc(OC(=O)c2ccco2)c(OCC)c1,-21.8%,0.1%,?,1.7%,39.2%,
COc1ccc(CN2C(=O)c3cccnc3C2=O)cc1S(=O)(=O)NCc1ccccc1,-2.2%,0.5%,14.8%,11.8%,7.3%,
CC1CCc2c(sc(NC(=O)c3cccn3C)c2C(N)=O)C1 (stereo not given),nt,8.5%,31.9%,19.2%,9.4%,
O=S(=O)(c1ccc(F)cc1)n1ccc(-c2cccc(OCc3c(F)cccc3Cl)c2)n1,-0.7%,4.5%,-1.2%,0.9%,0.7%,
O=C(CSc1ccccc1[N+](=O)[O-])NC1CCS(=O)(=O)C1 (stereo not given),-1.7%,1.1%,-10.0%,3.2%,-7.0%,
COc1cc(C(=O)OCC(=O)NCCCc2ccccc2)ccc1OCC(C)C,-14.2%,2.2%,12.2%,-9.9%,-2.6%,
CC1(C)C(C=C(Cl)Cl)C1C(=O)N/N=C/c1ccccc1F (stereo not given),12.3%,2.0%,44.1%,2.7%,-5.2%,
Nc1nc(N)c(Br)c(Nc2ccc(Cl)c(Cl)c2)n1,nt,6.6%,nt,11.3%,nt,
Cn1cc(Cl)c(C(=O)N2CCN(c3ncccn3)CC2)n1,-9.7%,1.1%,-3.2%,0.5%,2.1%,
CCc1ccc(C2C(C#N)=C(N)N(N3CCOCC3)C3=C2C(=O)CC(C)(C)C3)s1 (stereo not given),7.2%,5.9%,-5.3%,-4.1%,-7.9%,
COc1ccc(-c2ncncc2-c2ccccc2)c(O)c1,0.2%,1.3%,-9.9%,-0.4%,7.1%,
COc1ccc(CC(=O)c2ccccc2C(=O)O)cc1,2.2%,0.9%,5.5%,-1.1%,-8.1%,
CCC(C)N(C)C1CCN(C(=S)Nc2ccc(OC)cc2)CC1 (stereo not given),15.2%,0.6%,5.6%,8.2%,-2.0%,
CCOc1cccc(C(=O)N(Cc2cccc(F)c2)C2CCS(=O)(=O)C2)c1 (stereo not given),-0.5%,1.6%,2.2%,-3.3%,9.2%,
CCN(CC)CCCNC(=O)c1cc(-c2ccccc2)c(N2CCCCC2)s1,-7.0%,2.7%,58.5%,88.3µM*,16.0%,
CCOc1ccccc1NC(=O)Nc1cccc(NC(C)=O)c1,19.6%,1.7%,0.5%,-6.2%,0.7%,
O=C(N/N=C/c1cn(-c2ccccc2)nc1-c1ccc2c(c1)OCCO2)c1ccncc1,4.5%,2.3%,51.9%,3.7%,?,
COc1cccc(N(C(=O)CNC(=O)c2ccco2)C(C(=O)NC2CCCCC2)c2ccncc2)c1 (stereo not given),-6.3%,1.0%,12.1%,-2.6%,-6.1%,

# Quoted at random: 5 records from the list.
SMILES,PhoP GFP inhibition,inhibitors of VEEV,M. tuberculosis,influenza NS1A,M. tuberculosis HTS,others
CCC(C)N(C)C1CCN(C(=S)Nc2ccc(OC)cc2)CC1 (stereo not given),15.2%,0.6%,5.6%,8.2%,-2.0%,
COc1ccc(CN2C(=O)c3cccnc3C2=O)cc1S(=O)(=O)NCc1ccccc1,-2.2%,0.5%,14.8%,11.8%,7.3%,
Cn1c(=O)cc(SCC(=O)N2CCCC2)c2cc(Cl)ccc21,-10.4%,2.9%,-1.2%,-12.2%,2.2%,
O=C(CSc1ccccc1[N+](=O)[O-])NC1CCS(=O)(=O)C1 (stereo not given),-1.7%,1.1%,-10.0%,3.2%,-7.0%,
COc1ccc(-c2ncncc2-c2ccccc2)c(O)c1,0.2%,1.3%,-9.9%,-0.4%,7.1%,

# Later entries:
SMILES,PhoP GFP inhibition,inhibitors of VEEV,M. tuberculosis,influenza NS1A,M. tuberculosis HTS,others
Cc1nc(C)c(C(=O)N/N=C/c2cc(Br)ccc2O)s1,22.0%,4.4%,71.0%,-14.8%,1.6%,
O=C(CN1C(=O)c2ccccc2C1=O)NCC(=O)Nc1ccccc1,nt,i,nt,0.7%,nt,
[O-][n+]1c2cc(C(F)(F)F)ccc2c2n1CCN=C2c1ccc(Cl)cc1,-2.2%,0.3%,56.0%,8.4%,?,inhibitors of VEEV 10K pilot screen=1.2
CCN1C(=O)C2(SC(NC(C)=O)=NN2C(C)=O)c2cc(C)ccc21 (stereo not given),-8.2%,0.9%,-13.5%,-2.8%,-2.9%,
O=C(Cc1ccccc1)NNC(=O)Nc1cccc(Cl)c1,18.8%,2.8%,nt,19.3%,-6.0%,
COc1ccc(NC(=O)O/N=C/c2c(C)nn(C(C)(C)C)c2C)cc1,0.8%,3.6%,16.0%,-4.5%,?,
COc1ccc(CCN=C2SCC(=O)N2Cc2ccccc2)cc1OC,-0.6%,0.2%,-4.7%,-4.0%,1.2%,
Cc1cc(CNC(=O)c2cccc3c2C(=O)c2ccc(-c4ccc(F)cc4OCc4ccccc4)cc2S3(=O)=O)c(C(F)(F)F)o1,nt,7.6%,16.0%,8.3%,-0.5%,
O=C(Nc1ccc(Oc2ccsc2C(=O)O)cc1)c1ccccc1,-14.2%,i,-2.2%,-14.1%,1.0%,
CCOC(=O)c1c(NC(=O)CN2CCN(C)CC2)sc(C(=O)Nc2ccccc2)c1C,-3.8%,37.7%,39.1%,6.9%,5.1%,
Cc1nn(Cc2ccccc2Cl)c2sc(C(=O)NCc3ccc4c(c3)OCO4)cc12,1.1%,8.8%,45.9%,0.1%,?,
COc1ccccc1-c1coc2c(CN3CCN(CCO)CC3)c(O)ccc2c1=O,-9.1%,1.1%,-10.1%,1.1%,-5.9%,inhibitors of VEEV 10K pilot screen=0.9
Cc1cc(C)cc(N(C(=O)CNC(=O)c2ccco2)C(C(=O)NC2CCCCC2)c2cccnc2)c1 (stereo not given),-0.3%,i,-5.7%,8.8%,3.7%,
CCOC(=O)c1cc2c(C)[nH]c(C)c2cc(C(=O)OCC)c1=O,-10.5%,i,-5.6%,nt,7.4%,
O=C(NNC(=O)c1cccs1)c1cccnc1,14.0%,1.0%,-4.9%,-18.6%,-9.4%,
Cn1c2c(c(=O)n(C)c1=O)C(c1ccc(Br)cc1)Nc1ccccc1O2 (stereo not given),-9.2%,1.3%,37.5%,17.2%,-0.6%,
Nc1ccccc1C(=O)c1ccccc1,-9.5%,1.5%,nt,2.1%,-10.2%,
CCN(CC(=O)Nc1cccc(OC)c1)CC(=O)Nc1ccc(Br)c(C)c1,-10.5%,2.6%,17.3%,23.7%,?,
CC(=O)Nc1ccc(SCc2c(C)noc2C)cc1,14.1%,i,2.5%,-13.2%,1.7%,
CC(C)C(Cl)=NOC(=O)Nc1ccc(S(N)(=O)=O)cc1,nt,2.7%,nt,-6.4%,nt,
CC(=O)c1ccc(S(=O)(=O)NCc2ccc(C(=O)NCC(c3ccccc3)N(C)C)cc2)cc1 (stereo not given),7.5%,0.5%,3.5%,15.0%,3.8%,
CN(CC(=O)Nc1ccc(Cl)cc1)C(=O)c1cccc(S(=O)(=O)N2CCN(Cc3ccccc3)CC2)c1,2.3%,2.2%,36.9%,0.9%,?,
CCCNS(=O)(=O)c1ccc(OCC(=O)N2CCOCC2)cc1,-3.9%,i,-16.9%,3.1%,-4.2%,
COc1ccc(NC(=O)CNC(=O)Cc2ccccc2)cc1OC,9.8%,1.1%,-6.6%,-6.0%,-2.2%,
Cc1cnc(C(=O)NNC(=O)c2ccc(Br)cc2)cn1,15.9%,11.5%,4.88µM*,-2.7%,?,
CN(C)S(=O)(=O)c1cccc(NC(=O)COC(=O)c2cc(-c3cccc(Br)c3)nc3ccccc23)c1,-3.6%,1.1%,12.4%,-9.6%,16.2%,
CSc1nc(C)cc(Oc2ccc(=O)[nH]n2)n1,10.7%,0.7%,-15.6%,-0.4%,-3.7%,
O=C(NCc1nc(-c2ccccc2)cs1)c1ccccc1,-10.4%,4.0%,10.9%,1.4%,2.6%,
